Screening results: PubChem, several laboratories
Autophagy HCS: alters autophagy in cells; MEF GFP-LC3 puncta imaging; test concentration mostly 10 µM; calls only at 10 µM (by protocol); hit rate 0.98% among 190,000; AID 463193;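 active = percentage of spot-positive cells more than 3 SD above its plate mean, without a fluorescence outlier flag or 80% toxicity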;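 note: spot-positive cell cutoff set from DMSO-treated cells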
P. falciparum M17LAP: P. falciparum M17LAP inhibitors, primary screen, biochemical, fluorogenic H-Leu-NHMec substrate, 1536-well (AID 1619) | one-dose inhibition, % at 30 µM; IC50 in µM for titrated hits | recombinant M17LAP, H-Leu-NHMec fluorogenic kinetic assay; higher % means a stronger effect | hit rate 0.38% among 220,000;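 active = compound inhibiting the enzyme by more than half at any dose during confirmatory dose-response retesting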;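 note: plate controls were full reaction with DMSO carrier for no effect and no enzyme background for full effect; strong numbers were not always called active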
M1AAP inhibition: malaria alanyl aminopeptidase activity blockers – biochemical, fluorogenic H-Leu-NHMec substrate, 1536-well (AID 1445). hit rate 0.42% among 220,000. recombinant M1AAP, H-Leu-NHMec fluorogenic kinetic assay; higher % means a stronger effect. inhibition, % at 30 µM; hits with a dose series show IC50 in µM;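 active = primary inhibition above the hit cutoff, then over 50% inhibition at one or more dose response concentrations, cut at about 23% in these data, passing the limit was not always enough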;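 note: plate controls were DMSO full reaction for no effect and no enzyme background for full effect; strong numbers were not always called active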
MT stabilizer: stabilizes microtubules in HeLa cells | hit rate 0.83% among 200,000 | % tubulin-high responders, % at 10 µM | HeLa tubulin immunostaining HCS, 24 h; share of cells brighter than vehicle mean+2SD | AID 2205;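 active = plate Z-score above 3 for both tubulin-high and condensed-nucleus cell shares, with cell loss under 80%, at 10 µM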;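 note: anti alpha tubulin signal scored within the nucleus-defined area of each cell; some results filed as inactive read as strong as hits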
Dynein cargo inh: blocks dynein driven cargo transport along microtubules | hit rate 0.47% among 220,000 | 3617.4 mouse cells, GR-EGFP nuclear translocation imaging; test concentration mostly 20 µM; stimulated with dexamethasone, 1 µM; hits give low values | AID 1381 | z-score, hits read low;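 active = plate z-score of nuclear minus cytoplasmic receptor signal below a set negative limit, without overly bright fluorescence or cell loss, cut at about -3.5 in these data, passing the limit was not always enough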;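 note: z-score of nuclear minus cytoplasmic ring GR-EGFP intensity difference per well; some compounds called inactive have numbers as strong as hits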
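Buffer or medium: tet-free, stripped-serum medium; Also added: dexamethasone, 1.0 µM final; Technique: high-content fluorescence imaging after fixation; Times: 48 h induction, 1 h compound, 30 min dex at 37 °C; Read-out: per-cell GR-EGFP intensity, nucleus versus surrounding cytoplasmic ring, well-averaged.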
Yfh1-off respiration: mitochondrial function rescue without frataxin homolog – Friedreich's ataxia, plus single-dose screen, dose response (AID 1465); S. cerevisiae Yfh1-off respiration, WST-1 reduction, 72 h; higher fold induction means a stronger effect; fold induction at 50 µM; hits with a dose series show EC50 in µM; hit rate 0.074% among 220,000;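 active = fold induction of absorbance versus untreated yeast above a set limit, then at least 30% activation at any dose in follow-up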;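 note: activators that raise dye reduction in frataxin-depleted yeast; strong numbers were not always called active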
T cell modulator: T cell immune modulation candidate | 2C CD8+ T cell-vesicle binding, flow cytometry; hits give low values | hit rate 0.068% among 330,000 | calls only at 7 µM;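 active = response, share of CD8 T cells binding vesicles, and their 90th percentile fluorescence all below set limits, cut at about 80% in these data, passing the limit was not always enough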
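material = purified 2C TCR transgenic mouse naive CD8+ T cells | controls = Unloaded micro-vesicles (low), QL9 vesicles with 0.7% DMSO (high) | detection = cytometric PE anti-B7-1 and Alexa647 anti-CD8 signals after 1% paraformaldehyde fixation | incubation = binding step 1.5 h, 37 °C, antibody labelling 20 min, ice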
b-catenin transl: alters nuclear translocation of beta-catenin in HeLa cells; AID 1665; nuclear translocation activity, % at 5 µM; hit rate 0.3% among 190,000; immunofluorescence imaging;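 active = nuclear translocation activity above 50% at 5 µM, with a well cell count of 50 or more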;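 note: per-cell ratio of nuclear to cytoplasmic median beta-catenin stain intensity; plate controls were DMSO negative control for no effect and GSK-3 inhibitor IX positive control for full effect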
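Test system: HeLa cells, endogenous beta-catenin; Compound: single 5 µM dose plus 0.02–20 µM confirmation series; Times: compound exposure 24 h at 37°C; Signal: fluorescence imaging of beta-catenin antibody stain plus DAPI; Read-out: % activation, nuclear-to-cytoplasmic median beta-catenin signal ratio per cell.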
WT yeast gro inh: growth inhibition of WT yeast, mitochondrial fusion screen; mitochondrial fusion phenotypic screen, WT strain; inhibition, % at 10 µM; hit rate 2.1% among 190,000; in the data active = inhibition above about 58%; tested in S. cerevisiae
WT yeast gro inh mutant strain: second read-out of WT yeast gro inh, no call of its own (marks repeat the call); inhibition, %; mitochondrial fusion phenotypic screen, mutant strain inhibition
Dynein cargo inh cytoplasmic EGFP: second read-out of Dynein cargo inh, no call of its own (marks repeat the call); z-score; measured here: cytoplasmic GR-EGFP intensity; hits give high values
Dynein cargo inh nuclear GR-EGFP: also measured in Dynein cargo inh; calls as there; z-score; measured here: nuclear GR-EGFP intensity;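 lower value marks the stronger effect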
Dynein cargo inh cell count: recorded beside Dynein cargo inh, whose call it bears; z-score; measured here: cell count per field
b-catenin transl cell count 5 µM: further read-out of b-catenin transl, marked with its call; cell count; measured here: cell count, cytotoxicity flag
T cell modulator vesicle-bound %: also measured in T cell modulator; calls as there; double positive events, %; measured here: CD8+ vesicle-bound cell fraction;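 binding gate set so that unloaded-vesicle control wells show 10% double positive cells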
MT stabilizer Hoechst-high %: recorded beside MT stabilizer, whose call it bears; % Hoechst-high responders; measured here: nuclear condensation Hoechst responders;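 share of cells brighter than vehicle mean plus two SD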
MT stabilizer cytotoxicity %: recorded beside MT stabilizer, whose call it bears; toxicity, %; measured here: cytotoxicity by cell density;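 0% = mean cell density of plate MIN control wells and 100% = no cells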
Autophagy HCS cell loss 18 h: also measured in Autophagy HCS; calls as there; toxicity, %; measured here: cell loss, nuclei count;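 cell loss after 18 h compound exposure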
An asterisk follows results filed as active; i = inactive; nt = not tested or not shown. The list is partial (hit frequency here may not be typical).

SMILES	Autophagy HCS	Autophagy HCS cell loss 18 h	P. falciparum M17LAP	M1AAP inhibition	MT stabilizer	MT stabilizer Hoechst-high %	MT stabilizer cytotoxicity %	Dynein cargo inh	Dynein cargo inh cytoplasmic EGFP	Dynein cargo inh nuclear GR-EGFP	Dynein cargo inh cell count	Yfh1-off respiration	T cell modulator	T cell modulator vesicle-bound %	b-catenin transl	b-catenin transl cell count 5 µM	WT yeast gro inh	WT yeast gro inh mutant strain
CNC(=O)O/N=C(\N)Cc1csc2ccc(Cl)cc12	nt	nt	-5.4%	3.4%	nt	nt	nt	0.129	-0.247	0.635	0.326	i	i	19.8	-0.1	1338	nt	nt
Cc1cccc(N2C(=O)NC(=O)/C(=C/c3ccc([N+](=O)[O-])o3)C2=O)c1	i	0.9	27.6%	20.6%	2.5	3.4	5.1	-1.71	-0.095	-0.609	0.323	i	i	32.6	-0.7	971	-1.4	2.0
CCC(C)NC(=O)c1c(N)n(Cc2ccc3c(c2)OCO3)c2nc3ccccc3nc12 (stereo not given)	i	2.0	9.0%	4.8%	31.2	3.2	30.7	-0.918	-0.233	-0.523	0.0313	i	i	16.8	-1.1	1202	-1.9	7.8
COc1ccc(Cn2c(N)c(C(=O)NCc3ccco3)c3nc4ccccc4nc32)cc1	i	18.3	-6.4%	9.8%	15.1	1.7	14.1	-0.102	-0.221	0.152	0.793	nt	i	57.3	0.8	1331	40.9	23.3
O=C(c1cc(S(=O)(=O)N2CCC3(CC2)OCCO3)ccc1F)N1CCC2(CC1)OCCO2	i	0.5	1.1%	0.5%	1.3	1.8	2.1	-0.305	-0.366	-0.603	-0.158	i	i	37.8	-2.1	1114	0.8	-16.4
Cc1ccc(OP(N)(=O)Oc2ccc(C)cc2)cc1	i	-4.2	-6.7%	1.7%	2.4	4.2	10.9	0.765	-0.16	0.651	-1.12	i	i	25.4	0.8	1052	-9.4	5.6
Cc1c(C(=O)C(=O)N2CCC3(CC2)OCCO3)c2ccccc2n1C	i	6.3	5.8%	9.7%	2.0	1.4	5.6	-0.285	-0.321	-0.152	0.804	i	i	31.4	-1.0	930	3.1	10.6
O=C1C2CCCN2C(c2ccc(Cl)cc2)N1c1ccccn1 (stereo not given)	i	-4.5	-0.5%	-4.3%	4.0	2.5	8.7	-0.458	-0.316	-0.187	0.692	i	i	32.0	-1.6	980	7.1	-8.0
O=C(c1ccccc1F)c1cn(CC(=O)N2CCOCC2)c2ccccc12	i	-5.7	18.5%	3.4%	2.2	1.7	4.9	0.48	-0.251	-0.772	0.489	i	i	20.2	0.6	1400	10.3	-32.9
CCC(C)n1c(O)c(/C=N/N2CCOCC2)c(=O)[nH]c1=S (stereo not given)	i	-0.8	27.9%	8.9%	5.8	1.5	7.6	0.427	-0.239	0.288	-0.325	i	i	8.7	-0.8	1005	2.2	9.2
O=C1NC(=O)C(=Cc2cc3c(cc2[N+](=O)[O-])OCO3)C(=O)N1	i	3.5	14.8%	10.8%	1.8	2.3	6.0	-0.489	-0.235	-0.167	0.15	i	i	59.6	0.6	1058	-3.3	4.6
CCn1c(O)c(C=NCc2cccs2)c(=O)[nH]c1=O	i	1.0	-2.8%	-0.6%	9.4	21.0	96.6	0.659	-0.13	0.961	0.987	i	i	16.4	-0.8	1093	49.7	0.9
CCc1nc2ccccc2c(=O)n1-c1cccc(OC)c1	i	-10.6	3.7%	7.2%	1.1	0.9	3.5	0.132	-0.0588	0.0151	-0.0409	i	i	61.1	-1.8	1179	-6.1	-2.9
N=c1n(CCO)c2ccccc2n1Cc1ccccc1	i	13.9	14.2%	3.6%	2.9	1.1	0.1	1.05	-0.417	0.269	0.468	i	i	50.0	1.9	994	19.0	1.0
CCN(CC)Cc1c[nH]c2ccccc12	i	19.9	-2.0%	7.0%	1.6	1.6	2.0	0.0882	0.22	0.617	-0.955	i	i	32.3	-1.9	893	-1.4	-4.1
C=CCN1C(=O)NC(=O)/C(=C/c2cnc(SC)nc2)C1=O	i	4.9	1.8%	2.0%	2.3	1.0	8.4	-0.317	-0.187	-0.457	-0.524	i	i	53.4	1.7	1336	-21.3	-14.7
CC1(C)N2CC3([N+](=O)[O-])CN1CC([N+](=O)[O-])(C2)C3	nt	nt	-10.1%	-3.6%	nt	nt	nt	-0.691	-0.223	0.0617	0.29	i	i	39.2	0.2	1231	nt	nt
Cc1cc(C)c(S(=O)(=O)NCC2CCC(C(=O)N3CCC4(CC3)OCCO4)CC2)c(C)c1 (stereo not given)	i	0.9	0.2%	5.4%	2.2	1.6	2.0	3.01	-0.122	1.89	-2.18	i	i	45.5	-4.1	949	3.9	-19.8
COc1cc(N2CCOCC2)ccc1/C=C1\C(=O)NC(=O)N(Cc2ccc3c(c2)OCO3)C1=O	i	2.3	15.0%	7.3%	1.5	1.7	3.6	-0.568	-0.333	-0.235	0.853	i	i	12.3	-0.4	1112	-4.6	1.1
CC1CCCN(CC(=O)c2ccc(Cl)c(Cl)c2)C1 (stereo not given)	i	38.2	-1.0%	-0.2%	8.3	2.3	10.3	0.332	0.12	0.46	-0.732	i	i	16.2	0.4	1030	-20.5	5.8
CN(C)CC1CCCCC1OC(=O)c1ccc(Cl)c(Cl)c1 (stereo not given)	i	10.5	1.8%	1.7%	3.1	2.0	8.3	0.303	-0.283	0.197	1.66	i	i	56.2	1.4	440	1.5	1.0
O=c1[nH]c(O)c(N=Nc2cccc(S(=O)(=O)N3CCOCC3)c2)c(=O)[nH]1	i	23.3	-2.3%	7.5%	2.3	2.2	0.0	0.254	-0.258	0.535	0.953	i	i	61.3	0.1	1130	-11.0	-3.4
Clc1ccc(OCC#CCN2CCOCC2)cc1	i	11.6	1.1%	-3.8%	6.5	2.7	3.6	1.02	-0.0694	0.982	-0.801	i	i	29.1	-4.8	1132	-3.5	0.1
OC(CNC1CCCCC1)C(F)(F)F (stereo not given)	i	-34.4	2.5%	2.7%	1.8	1.4	10.2	-0.159	-0.185	0.065	0.369	i	i	12.7	-4.6	1046	4.9	1.2
C=CCn1c(O)c(C(C)=NCCc2ccccc2)c(=O)[nH]c1=O	i	-1.4	4.4%	0.4%	1.3	1.9	11.1	0.939	-0.269	0.501	0.125	i	i	30.9	-6.1	1086	-5.3	-7.6

The list continues:
SMILES	Autophagy HCS	Autophagy HCS cell loss 18 h	P. falciparum M17LAP	M1AAP inhibition	MT stabilizer	MT stabilizer Hoechst-high %	MT stabilizer cytotoxicity %	Dynein cargo inh	Dynein cargo inh cytoplasmic EGFP	Dynein cargo inh nuclear GR-EGFP	Dynein cargo inh cell count	Yfh1-off respiration	T cell modulator	T cell modulator vesicle-bound %	b-catenin transl	b-catenin transl cell count 5 µM	WT yeast gro inh	WT yeast gro inh mutant strain
CN(C)CCN=Cc1c(O)n(-c2cccc(C(F)(F)F)c2)c(=O)[nH]c1=O	i	5.3	-1.7%	-1.1%	4.2	2.5	4.7	-1.78	-0.201	-0.32	0.896	i	i	2.6	-6.1	1132	-6.3	-1.1
Cc1[nH]c2ccccc2c1CCCNC1CCCCC1	i	4.0	-3.3%	3.5%	2.7	2.1	0.5	0.458	-0.239	0.285	-0.226	i	i	11.5	-0.1	884	-3.9	7.4
Oc1ccc2ccccc2c1CN1CC=C(c2ccccc2)CC1	i	-4.8	5.2%	-3.6%	1.7	2.2	4.6	-1.16	-0.342	-0.856	0.614	i	i	2.8	-4.2	1109	-8.2	-5.7
CCC(=NCc1ccc(F)cc1)c1c(O)n(C)c(=O)n(C)c1=O	i	0.3	10.1%	2.5%	4.3	2.1	8.8	1.2	-0.282	0.79	-0.148	i	i	20.3	-5.9	954	8.1	13.1
O=C(O)[C@H]1NC[C@H]2C[C@H]21	i	16.7	-5.1%	4.9%	1.8	1.1	2.2	0.75	-0.159	0.754	-1.21	i	i	39.9	-0.8	1031	14.4	12.9
COc1ccc(CCNCc2ccccc2F)cc1OC	i	19.1	9.2%	1.9%	3.6	1.4	3.7	0.543	0.0613	0.115	-0.137	i	i	19.1	-1.3	510	-21.6	8.7
Cc1cccc(-n2c(O)c(C=Nc3ccc(S(N)(=O)=O)cc3)c(=O)[nH]c2=O)c1	i	-5.4	28.3%	21.2%	4.2	2.1	4.9	-0.0526	-0.234	-0.0573	0.383	i	i	30.8	-4.8	1138	-2.6	1.2
C[N+]12CCC(CC1)C(C(O)(c1cccc(Cl)c1)c1cccc(Cl)c1)C2 (stereo not given)	nt	nt	14.3%	32.9%	nt	nt	nt	0.0919	-0.232	0.176	-0.688	i	i	26.8	-0.9	1324	nt	nt
Cc1nc2ccccc2c(=O)n1-c1ccc(F)cc1	i	12.3	4.3%	-1.0%	4.3	2.3	6.6	0.353	-0.148	0.757	-0.199	i	i	17.4	0.0	1097	8.3	5.5
C/C(=N\N1CCCCCC1)c1c(O)n(-c2ccccc2)c(=O)[nH]c1=O	i	7.8	-13.3%	4.0%	1.8	2.6	6.9	-0.473	-0.0771	-0.454	0.883	i	i	43.5	-0.9	919	-5.1	9.7
CCn1cc(C(=O)N2CCOCC2)c2ccccc21	i	-7.9	-6.6%	-1.5%	10.9	1.5	9.5	0.376	0.188	0.531	-0.118	i	i	23.2	-4.6	1057	2.7	-2.6
